# Compound activity as filed in PubChem.
# Siah-1 displacement: Siah-1 peptide-binding antagonists, primary screen, biochemical, fluorescence polarization, rhodamine-plectin, uHTS (AID 1817); E3 ubiquitin-protein ligase SIAH1 (Homo sapiens); Siah-1 / rhodamine-plectin peptide fluorescence polarization; higher % means a stronger effect; displacement, % at 20 µM; hits with a dose series show IC50 in µM; 290,000 compounds, 0.02% hits;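 active = displacement of at least 50% at 20 µM, with a fluorescence ratio check between 0.3 and a set limit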;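 note: plate controls were Siah plus tracer with DMSO for no effect and tracer alone without Siah for full effect; strong numbers were not always called active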
# NTR1 agonist: agonists of NTR1, primary screen, imaging, U2OS cells, beta-arrestin-GFP, high content (AID 493036); NTR1-U2OS beta-arrestin-GFP spot imaging, agonist mode; 330,000 compounds, 0.17% hits; activation, % at 20 µM; Neurotensin receptor type 1 (Homo sapiens), P30989;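 active = activation at or above 40% of the spot to cytoplasm intensity ratio, with at least 20 cells analyzed; inconclusive = wells under 20 cells, flagged as cytotoxic or low count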;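 note: 0% = DMSO without peptide and 100% = 100 nM NTR1 peptide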
# Target sequence (P30989 whole entry, looked up): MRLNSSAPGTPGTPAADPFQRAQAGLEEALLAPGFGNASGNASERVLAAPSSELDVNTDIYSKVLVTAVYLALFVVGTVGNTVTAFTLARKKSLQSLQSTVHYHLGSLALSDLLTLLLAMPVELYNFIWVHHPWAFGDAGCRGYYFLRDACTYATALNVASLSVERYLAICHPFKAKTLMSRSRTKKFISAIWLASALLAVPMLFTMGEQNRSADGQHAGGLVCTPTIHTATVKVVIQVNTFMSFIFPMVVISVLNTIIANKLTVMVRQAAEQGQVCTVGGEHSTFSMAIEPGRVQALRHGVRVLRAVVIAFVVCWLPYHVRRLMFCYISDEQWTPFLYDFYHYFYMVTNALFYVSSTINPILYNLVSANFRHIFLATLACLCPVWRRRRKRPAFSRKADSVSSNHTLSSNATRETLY
# Rac1 GTP hydrolysis: MgcRacGAP GTPase-activating activity inhibitors, confirmation, biochemical, ADP Hunter fluorescence | 340,000 compounds, 0.6% hits | Rac GTPase-activating protein 1 (Homo sapiens) | MgcRacGAP-stimulated Rac1 GTP hydrolysis, ADP Hunter fluorescence; higher % means a stronger effect; GST-tagged Rac1 F28L mutant substrate | inhibition, % at 30 µM; hits with a dose series show IC50 in µM | AID 624330, 2012;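 active = first-screen hits whose inhibition reached a set limit at any dose in the follow-up dose series; inconclusive = inhibition above the set first-screen limit but never retested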;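 note: fluorescence reports GDP produced by GAP-driven GTP hydrolysis; strong numbers were not always called active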
# HIV fusion peptide: inhibitors of HIV fusion peptide binding, primary screen, biochemical, uHTS, fluorescence dequenching (AID 1986). cell-free peptide binding, fluorescence dequenching, 30 min; higher % means a stronger effect. one-dose inhibition, % at 20 µM; IC50 in µM for titrated hits. 290,000 compounds, 0.3% hits; in the data active = inhibition mostly above about 52%, no sharp cut-off; inactive = mostly below about 76%; note: some results filed as inactive read as strong as hits
# GPR35 antagonists: GPR35 antagonists blocking zaprinast-driven arrestin recruitment, primary screen, imaging, U2OS, beta-arrestin-GFP, zaprinast agonist (AID 2058); 290,000 compounds, 0.052% hits; U2OS GPR35 beta-arrestin-GFP translocation imaging, zaprinast antagonism; higher % means a stronger effect; G-protein coupled receptor 35 (Homo sapiens); inhibition, % at 10 µM; hits with a dose series show IC50 in µM;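 active = inhibition of at least 50% with at least 30 cells and total cytoplasm GFP at most 10,000,000; inconclusive = under 30 cells or total GFP of 10,000,000 plus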
# LYP inhibition: inhibitors of LYP phosphatase, biochemical, fluorescence intensity, uHTS (AID 1779); Tyrosine-protein phosphatase non-receptor type 22 (Homo sapiens); recombinant LYP phosphatase, fluorescence intensity; higher % means a stronger effect; one-dose inhibition, % at 11.5 µM; IC50 in µM for titrated hits; 290,000 compounds, 0.054% hits; in the data active = inhibition above about 50%;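 note: plate controls were vehicle with enzyme for no effect and no enzyme for full effect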
# GPR55 LPI antagonism: GPR55 antagonists blocking LPI-driven arrestin recruitment, primary screen, imaging, U2OS, beta-arrestin-GFP, LPI agonist (AID 2013) | G-protein coupled receptor 55 (Homo sapiens) | 290,000 compounds, 0.13% hits | one-dose inhibition, % at 10 µM; IC50 in µM for titrated hits | U2OS GPR55 beta-arrestin-GFP translocation imaging, LPI antagonism; higher % means a stronger effect;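 active = spots per cell inhibited over 60%, with over 100 cells counted and total cytoplasm intensity under 500,000; inconclusive = wells with under 100 cells, flagged as likely toxic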;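 note: U2OS cells stably carrying GPR55 and arrestin-GFP stimulated by 5 µM LPI near EC80; imaged beta-arrestin-GFP aggregate spots per cell after agonist stimulation; plate controls were LPI-stimulated DMSO wells for no effect and DMSO wells without LPI for full effect; some results filed as inactive read as strong as hits; confirmed hits need IC50 under 10 µM and bright autofluorescent wells are also inconclusive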
# Myeloid diff MLP: induction of myeloid progenitor differentiation, primary screen, cell-based, flow cytometry, MLPCN library; ER-HoxA9 myeloid progenitors, lysozyme-GFP differentiation; AID 624256, 2012; 360,000 compounds, 1% hits; calls only at 10 µM;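 active = normalized GFP-positive differentiation at or above the plate's own cutoff, the solvent-only control mean plus 3 SD; inconclusive = no clear call, values can overlap the other calls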;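 note: cells exposed to compound for four days before flow analysis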
# Salmonella PhoP GFP: inhibitors of PhoP regulon expression, primary screen, Salmonella Typhimurium, GFP reporter (AID 1863). S. Typhimurium PhoP-regulated promoter GFP reporter, 4 h; higher % means a stronger effect. inhibition, % at 50 µM, or IC50 in µM where a hit was titrated. 300,000 compounds, 0.16% hits;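 active = inhibition over 29.93%, a cutoff 3 SD above the screen mean, later confirmed by dose response; inconclusive = inhibition over 29.93% but no dose response follow-up; inactive = inhibition at most 29.93% or unconfirmed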;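 note: 0% = low Mg2+ inducing control and 100% = high Mg2+ repressing control; strong numbers were not always called active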
# NTR1 agonist cell count 20 µM: also measured in NTR1 agonist; calls as there; cell count; measured here: cell count, cytotoxicity flag
# Myeloid diff MLP GFP+ MAC1+ %: further read-out of Myeloid diff MLP, marked with its call; GFP+ MAC1+ double positive, %; measured here: differentiation confirmed by MAC1 staining
# * marks the source's active call; other numbers are inactive results; i = inactive; ? = inconclusive; . = no result given; + = active, no number.
SMILES,Siah-1 displacement,NTR1 agonist,NTR1 agonist cell count 20 µM,Rac1 GTP hydrolysis,HIV fusion peptide,GPR35 antagonists,LYP inhibition,GPR55 LPI antagonism,Myeloid diff MLP,Myeloid diff MLP GFP+ MAC1+ %,Salmonella PhoP GFP
CC(C)c1ccc(OCC(=O)NCc2ccccc2)cc1,4%,0.2,63,3%,-1.1%,1%,-6%,-1%,i,0.9,0%
Cc1ccc(NC2=NCC(=O)N2c2ccc3c(c2)OCCO3)c(C)c1,-2%,-0.3,67,6%,0.4%,-8%,-4%,6%,i,0.7,-4%
O=C1c2cc(S(=O)(=O)NCCO)ccc2-c2ccc(S(=O)(=O)NCCO)cc21,-5%,0.9,42,-4%,-1.3%,5%,-3%,-3%,i,0.6,3%
N#C/C(=C/c1ccc(C(=O)O)cc1)C(=O)Nc1ccccc1,-2%,-0.4,95,-5%,0.9%,1%,-5%,17%,i,0.6,-1%
Cn1c(SCc2cc(=O)[nH]c3ccccc23)nnc1-c1ccco1,9%,0.3,30,15%,-4.3%,6%,-8%,2%,i,0.9,-4%
CC(C)c1ccc(NC(=S)NCCc2c[nH]c3ccccc23)cc1,6%,9.4,45,7%,-1.1%,-3%,1%,2%,i,0.4,19%
CCOC(=O)c1cc(-c2ccc(C)o2)n[nH]1,-5%,-0.1,52,12%,-0.9%,-14%,-8%,6%,i,0.4,4%
Cc1cc(C(F)(F)F)n(-c2nc(C(=O)Nc3cccnc3)cs2)n1,5%,-0.4,74,3%,-0.2%,-4%,-4%,0%,i,0.4,-13%
CC(=O)N(C)c1ccc(NC(=O)Nc2ccccc2C)cc1,0%,0.0,80,-7%,0.9%,8%,1%,-1%,i,0.6,-7%
CC(C)(C)OC(=O)NCc1ccc(CNC(=O)c2[nH]cnc2C(=O)N[C@@H](Cc2ccccc2)C(=O)OCc2ccccc2)cc1,-4%,9.7,69,4%,1.6%,-14%,-3%,36%,i,2.7,6%
O=C1CCc2cc(S(=O)(=O)NC(Cc3ccccc3)C(=O)NC3CCCC3)ccc2N1 (centres undefined),-1%,-0.9,63,-4%,0.8%,-3%,-3%,3%,i,3.6,6%
CCC1CCCCN1CCCNC(=O)c1ccc2c(c1)c(C)c(C)n2CC (centres undefined),1%,-0.4,73,11%,1.7%,-4%,-13%,16%,i,4.5,0%
O=C(CCCn1c(=O)oc2ccccc21)N1CCc2ccccc2C1,-3%,-4.7,92,8%,-1.1%,14%,-4%,2%,i,1.4,5%
CCNS(=O)(=O)c1ccc(NS(=O)(=O)c2cc(C)ccc2C)cc1,-1%,-1.6,53,-18%,0.4%,-3%,-2%,-1%,i,1.3,5%
CCC1CCCCN1CCN1C(=O)C2C(C(=O)Nc3ccc(OC)cc3)C3C=CC2(O3)C1C(=O)NC1CCCCC1 (centres undefined),2%,0.5,35,-1%,1.0%,-3%,2%,3%,?,.,-4%
CCOC(=O)C1C(c2ccccc2)C(C(=O)OCC)C1c1ccccc1 (centres undefined),3%,-0.9,43,5%,2.4%,-14%,-1%,5%,i,5.0,-1%
Cc1cccc(N2CCN(C(=S)NCCc3ccccc3)CC2)c1C,2%,7.0,75,8%,-1.6%,-2%,-5%,-5%,+,7.6*,-2%
O=C(CSc1ccc(-c2nc3ccccc3[nH]2)cn1)Nc1ccc(S(=O)(=O)N2CCCC2)cc1,-6%,1.5,92,5%,0.4%,8%,2%,11%,i,0.6,11%
Cc1cc(N2CCOCC2)nc2ccc(Cl)cc12,-3%,-0.2,103,3%,-0.2%,6%,-5%,5%,i,0.1,.
Cn1cc(Br)c(C(=O)NC2CCCCC2)n1,0%,0.6,44,8%,0.0%,-20%,-6%,11%,i,0.7,3%
COc1ccccc1N1CCN(S(=O)(=O)c2cc(Br)cnc2N)CC1,-6%,1.6,42,8%,-0.5%,13%,-14%,1%,i,0.6,-10%
COc1ccc(S(=O)(=O)Nc2noc3ccccc23)cc1OC,-2%,1.0,43,9%,-0.9%,0%,-5%,-5%,i,0.5,1%
CSc1ccccc1OCc1cc(C(=O)NCCn2ccnc2C)no1,5%,-0.1,62,5%,0.3%,-9%,-5%,18%,i,0.1,-2%
O=C(O)CN1C(=O)/C(=C\c2ccccc2OCc2ccc(Cl)cc2Cl)SC1=S,24%,5.6,51,17%,16µM*,-5%,-7%,-1%,i,0.3,8%
CCCC(=O)N1CCc2cc(OC)c(OC)cc2C1COc1ccccc1OC (centres undefined),1%,0.9,42,-8%,-2.0%,0%,-10%,-6%,i,0.2,7%
CN(C)c1nc(=Nc2cccc(Cl)c2)ss1,2%,.,.,-6%,-1.5%,-2%,-6%,28%,i,0.7,-5%
O=C(Nc1ccc(Oc2ccc(C(=O)O)c(C(=O)O)c2)cc1)c1cccs1,-4%,0.7,35,-12%,6.1%,4%,-7%,-7%,i,0.0,-2%
Cc1ccc(S(=O)(=O)Nc2nc(C)c(C)s2)cc1,1%,-0.8,71,2%,-0.2%,20%,-12%,5%,i,1.3,1%
Cc1ccc(NC(=O)C2CCN(S(=O)(=O)c3ccc4c(c3)oc(=O)n4C)CC2)cc1,-3%,-0.6,64,13%,0.7%,0%,-13%,-7%,i,0.4,14%
COc1ccc(CC(=O)N2CCN=C2SCc2cccc([N+](=O)[O-])c2)cc1,-2%,3.1,58,8%,-0.4%,0%,7%,-8%,i,0.9,10%
CC(C)(C)C(=O)Nc1ccc(C(=O)Nc2cc(NC(=O)c3ccc(NC(=O)C(C)(C)C)cc3)cc(C(=O)O)c2)cc1,4%,-0.1,63,7%,15%,-8%,-6%,-16%,i,0.8,6%
CC(C)(C)[C@@H]1C=C(C(=O)Nc2ccccc2)O[C@H](OCc2ccc(CO)cc2)C1,0%,8.8,79,5%,0.2%,-11%,4%,4%,i,2.0,-3%
CCC1(C(=O)OC)NC(c2ccco2)C2C(=O)N(c3ccccc3)C(=O)C21 (centres undefined),2%,-0.7,87,-2%,-4.7%,-14%,-12%,-4%,i,1.7,-2%
O=C1C2C3C=CC(c4ccccc4)(C2C(=O)N1c1cccc(Cl)c1)C1C(=O)N(c2cccc(Cl)c2)C(=O)C31 (centres undefined),0%,3.3,49,4%,1.2%,5%,10%,-7%,i,0.9,13%
O=C(Nc1nc(-c2cccnc2)cs1)c1ccc([N+](=O)[O-])cc1,-1%,7.1,51,-10%,-1.6%,-6%,1%,2%,i,0.8,-2%
Cc1noc(C)c1COc1ccccc1C(=O)NCCc1ccc(S(N)(=O)=O)cc1,-3%,-0.8,75,10%,0.3%,8%,-8%,15%,i,1.5,-4%
CC1CCc2nc3ccc(S(=O)(=O)N4CCC(C(=O)N5CCCCCC5)CC4)cc3c(C(=O)O)c2C1 (centres undefined),6%,0.6,50,6%,6.2%,-1%,-6%,4%,i,0.4,2%
CCCCOc1ccc(Cc2cnc(N)nc2N)cc1,-2%,1.0,61,0%,0.8%,-8%,0%,-6%,i,0.0,91µM*
O=C(c1ccccc1)N1CCN(C(=O)c2ccccc2)C1c1ccccc1,4%,1.2,61,5%,1.6%,7%,-6%,-2%,i,0.5,-9%
O=C1/C(=C\c2ccco2)SC(=S)N1c1ccc(O)cc1,42%,6.4,62,19%,58%,-8%,0%,2%,i,0.6,19%

# Among those listed so far, four have a furan ring, fused or not:
SMILES,Siah-1 displacement,NTR1 agonist,NTR1 agonist cell count 20 µM,Rac1 GTP hydrolysis,HIV fusion peptide,GPR35 antagonists,LYP inhibition,GPR55 LPI antagonism,Myeloid diff MLP,Myeloid diff MLP GFP+ MAC1+ %,Salmonella PhoP GFP
Cn1c(SCc2cc(=O)[nH]c3ccccc23)nnc1-c1ccco1,9%,0.3,30,15%,-4.3%,6%,-8%,2%,i,0.9,-4%
CCOC(=O)c1cc(-c2ccc(C)o2)n[nH]1,-5%,-0.1,52,12%,-0.9%,-14%,-8%,6%,i,0.4,4%
CCC1(C(=O)OC)NC(c2ccco2)C2C(=O)N(c3ccccc3)C(=O)C21 (centres undefined),2%,-0.7,87,-2%,-4.7%,-14%,-12%,-4%,i,1.7,-2%
O=C1/C(=C\c2ccco2)SC(=S)N1c1ccc(O)cc1,42%,6.4,62,19%,58%,-8%,0%,2%,i,0.6,19%

# The list goes on:
SMILES,Siah-1 displacement,NTR1 agonist,NTR1 agonist cell count 20 µM,Rac1 GTP hydrolysis,HIV fusion peptide,GPR35 antagonists,LYP inhibition,GPR55 LPI antagonism,Myeloid diff MLP,Myeloid diff MLP GFP+ MAC1+ %,Salmonella PhoP GFP
CCn1cc(C(=O)N2CCOCC2)c(=O)c2cc(S(=O)(=O)N(C)C)ccc21,-3%,0.7,68,2%,-2.6%,-1%,-5%,-6%,i,1.6,-6%
NC(=S)NNC(=O)c1cccc(Br)c1,-6%,0.5,52,.,-5.5%,6%,-1%,2%,.,.,-2%
CCc1ccc(NC(=O)CCCN2C(=O)C3CC=CCC3C2=O)cc1 (centres undefined),-13%,1.4,66,2%,-2.5%,2%,-4%,-8%,i,1.0,-8%
O=C(NCC(c1cccnc1)N1CCN(c2ccccc2)CC1)c1ccc2c(c1)OCO2 (centres undefined),-3%,-1.9,40,6%,-2.3%,-3%,-2%,-7%,i,0.7,21%
CCN(CC)CCCNC(=O)c1cn(CC(C)C)c(=O)c2c1c1ccccc1n2C,0%,0.4,105,21%,-2.0%,-4%,-11%,1%,i,0.6,3%
Cc1c(NC(=O)Oc2ccccc2)sc(=S)n1C,10%,-0.5,50,2%,0.5%,17%,-2%,-3%,i,7.0,-14%
COc1ccc(CN2C(=O)c3ccccc3C2C(=O)NCc2cccnc2)c(OC)c1 (centres undefined),4%,-1.0,77,4%,31%,17%,-5%,8%,i,12,-5%
O=C(CCCNC(=O)c1ccc(Cl)cc1)Nc1ccc(S(=O)(=O)Nc2ncccn2)cc1,2%,0.2,59,10%,2.2%,5%,-3%,4%,i,0.7,2%
